# TRHR PAM: qHTS for Small Molecule Agonists and Allosteric Enhancers of Human TRH Receptor: Primary Screen for Enhancers. enhancement, % at 2 µM. actives 0.66% (n = 360,000). TRHR cells, fluo-8 calcium fluorescence, EC20 TRH enhancement. Thyrotropin-releasing hormone receptor (Homo sapiens), P34981; in the data active = enhancement above about 30%; also: 0% is about no effect
# Target sequence (P34981 whole entry, looked up): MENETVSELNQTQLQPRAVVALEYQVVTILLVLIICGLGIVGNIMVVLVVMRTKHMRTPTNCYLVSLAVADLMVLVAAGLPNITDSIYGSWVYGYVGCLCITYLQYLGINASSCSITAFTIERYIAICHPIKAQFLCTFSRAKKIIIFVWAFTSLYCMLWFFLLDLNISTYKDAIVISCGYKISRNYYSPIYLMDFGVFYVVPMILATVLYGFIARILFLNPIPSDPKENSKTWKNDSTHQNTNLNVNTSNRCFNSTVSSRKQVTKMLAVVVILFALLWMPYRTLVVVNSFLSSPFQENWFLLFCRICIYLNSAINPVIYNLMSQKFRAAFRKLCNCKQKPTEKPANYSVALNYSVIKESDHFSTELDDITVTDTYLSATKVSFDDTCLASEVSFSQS
#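 TRHR-expressing cells loaded with fluo-8 calcium dye were read kinetically (ex 480/em 530) during compound addition, then stimulated with an EC20 of TRH (10 nM final). Enhancement of the Gq-mediated intracellular calcium response was scored.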
# D2 antagonist: HTS Assay for Allosteric Antagonists of the Human D2 Dopamine Receptor: Primary Screen for Antagonists | D(2) dopamine receptor (Homo sapiens), P14416 | HEK293 TREx D2 cells, calcium flux, dopamine EC80 | inhibition, % at 10 µM | actives 2% (n = 340,000); in the data active = inhibition above about 30%; also: 0% is about no effect
#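 Antagonism is scored as inhibition of an EC80 dopamine-evoked calcium signal in a force-coupled, tetracycline-inducible HEK293 T-REx D2 line, with compound present 180 s before agonist.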
# USP1-UAF1 inh: Inhibitors of USP1/UAF1: Primary Screen. recombinant USP1/UAF1, Ub-Rhodamine cleavage fluorescence. actives 0.23% (n = 390,000). Ubiquitin carboxyl-terminal hydrolase 1 (Homo sapiens), O94782. AID 743255, 2014. Potency, µM (top dose mostly 57.1 µM), for the others: at the top dose activity change, negative = inhibition, hits mostly inhibitors; also: potency is read from the fitted curve at half-maximal effect; % is scaled to controls: 0 for no effect and ±100 for the full control effect; nearly all actives have a fitted effect of over 60% in size; inactives centre near -12
#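 1 nM enzyme complex + cpd, 15 min RT; start with Ub-Rho 150nM final; kinetic fluorescence ex 480/em 540, 6 reads q60 s. Buffer 50mM HEPES pH 7.8, 0.5mM EDTA, 0.1 mg/ml BSA, 1mM TCEP, 0.01% Tween-20.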
# PI4K2A block: qHTS for small molecular inhibitors of PI4K2A. Phosphatidylinositol 4-kinase type 2-alpha (Homo sapiens), Q9BTU6. purified PI4K2A, ADP-Glo luminescence, 1 h; active compounds read low. activity change, negative = inhibition, % at 76.9 µM. actives 0.13% (n = 420,000); in the data active = activity change below about -50%; inconclusive = mostly about -30% to -49%;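 also: -100% = wells without enzyme as full effect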
#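 Compounds are screened against recombinant PI4K2A using PI as substrate and ATP, the latter dispensed at 300 microM. Reactions run one hour at ambient temperature before ADP-Glo detection; full inhibition defined by wells lacking enzyme.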
# TRHR agonist: qHTS for Small Molecule Agonists and Allosteric Enhancers of Human TRH Receptor: Primary Screen for Agonists | actives 0.18% (n = 360,000) | activation, % at 2 µM | TRHR cells, calcium flux fluo-8, FDSS agonist mode; in the data active = activation above about 30%; also: 0% is about no effect
#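 Read-out: compound-evoked intracellular calcium rise in TRHR cells, fluo-8 dye, kinetic FDSS fluorescence at 1 s/cycle following a 10-cycle baseline. Cells cultured overnight before dye loading (30 min–1.5 h, RT).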
# TrxR1 substrate: qHTS Assay for Substrates of Mammalian Selenoprotein Thioredoxin Reductase 1 (TrxR1): qHTS | Potency, µM (series often up to 114 µM), for inactives: at the top dose activity change, negative = substrate turnover | Thioredoxin reductase 1, cytoplasmic (Rattus norvegicus), O89049 | AID 588456, 2011 | purified TrxR1 substrate turnover, NADPH consumption readout | actives 0.01% (n = 390,000); also: potency is read from the fitted curve at half-maximal effect; % is scaled to controls: 0 for no effect and ±100 for the full control effect; nearly all actives have a fitted effect of over 50% in size
# Target sequence (O89049 whole entry, looked up): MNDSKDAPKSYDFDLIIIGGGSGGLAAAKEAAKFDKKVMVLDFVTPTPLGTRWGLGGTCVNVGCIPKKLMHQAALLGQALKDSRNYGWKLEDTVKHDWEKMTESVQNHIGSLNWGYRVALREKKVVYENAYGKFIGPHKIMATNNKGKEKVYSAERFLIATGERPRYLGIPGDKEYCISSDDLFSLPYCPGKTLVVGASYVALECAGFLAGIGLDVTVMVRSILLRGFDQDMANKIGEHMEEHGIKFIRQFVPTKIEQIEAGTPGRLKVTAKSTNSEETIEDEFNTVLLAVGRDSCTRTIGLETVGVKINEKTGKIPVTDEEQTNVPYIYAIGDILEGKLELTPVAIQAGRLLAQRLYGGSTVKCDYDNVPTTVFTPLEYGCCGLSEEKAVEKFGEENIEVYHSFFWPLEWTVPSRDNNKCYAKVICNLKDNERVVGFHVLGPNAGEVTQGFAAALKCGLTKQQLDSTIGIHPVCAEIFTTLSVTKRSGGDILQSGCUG
#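 Rat TrxR1, dispensed at 90 nM, was prereduced with 400 uM NADPH (final) for 5 min at ~22 deg C, then incubated with compound 15 min before 400 uM selenite. A first-read NADPH fluorescence drop versus no-compound background flagged substrates.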
# IDH1 R132H inh: qHTS for Inhibitors of mutant isocitrate dehydrogenase 1 (IDH1): qHTS | IDH1-R132H enzyme, NADPH consumption, diaphorase/resazurin fluorescence | actives 0.093% (n = 390,000) | AID 602179, 2012 | Potency, µM (titrated, usually from 76.6 µM), without a hit: top-dose activity change, negative = inhibition, most hits filed as inhibitors | Isocitrate dehydrogenase [NADP] cytoplasmic (Homo sapiens), O75874; also: potency is read from the fitted curve at half-maximal effect; % is scaled to controls: 0 for no effect and ±100 for the full control effect; nearly all actives have a fitted effect of over 65% in size
#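 IDH1-R132H (0.5 ug/mL) preincubated 30 min with compound, then NADPH (0.016 mM) and alpha-KG (2 mM) added; 80 min at RT, pH 7.5. Remaining NADPH coupled via diaphorase/resazurin to fluorescence (540/590 nm); concentration-response curves normalized to no-enzyme control.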
# TrxR1 inh: qHTS Assay for Inhibitors of Mammalian Selenoprotein Thioredoxin Reductase 1 (TrxR1): qHTS | recombinant rTrxR1, NADPH fluorescence consumption, selenite substrate | Thioredoxin reductase 1, cytoplasmic (Rattus norvegicus), O89049 | actives 1% (n = 390,000) | Potency, µM (titrated, usually from 114 µM), inactives show at the top dose activity change, negative = inhibition, most hits filed as inhibitors | AID 588453, 2011; also: potency is read from the fitted curve at half-maximal effect; % is scaled to controls: 0 for no effect and ±100 for the full control effect; nearly all actives have a fitted effect of over 65% in size
#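 Rat TrxR1 (90 nM in the dispensed reagent) was pre-reduced with 400 uM NADPH for 5 min at room temperature, then incubated with compound for 15 min. After 400 uM selenite was added, NADPH fluorescence (Ex 340/Em 450 nm) was followed for 8 min.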
# D2 agonist: HTS Assay for Allosteric Agonists of the Human D2 Dopamine Receptor: Primary Screen for Agonists; D(2) dopamine receptor (Homo sapiens), P14416; HEK293 T-REx D2 cells, calcium flux agonist mode; activation, % at 2 µM; actives 0.53% (n = 340,000); AID 485358, 2010;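 active = activation over 3 SD above normal in the single-dose calcium agonist read, cut at about 30% in these data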; also: 0% is about no effect
#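 Agonism scored from kinetic calcium signal (1 read/sec, 180 s) following compound pin transfer, after a 10 s baseline. Cells: HEK293 Trex line expressing inducible D2 receptor coupled to calcium, dye-loaded after overnight culture at 30 C.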
# An asterisk follows results filed as active; ? = inconclusive; . = not tested or not shown; & = joins results of further samples; [ ] = another dose, or the depositor's remark. Unless noted, calls follow the shape of the dose curve; as a rule, active = well fitted inhibition curve with a large enough effect; inconclusive = small, poorly fitted or top-dose-only effect; inactive = no such curve, though single readings can be large or run the other way.
SMILES,TRHR PAM,D2 antagonist,USP1-UAF1 inh,PI4K2A block,TRHR agonist,TrxR1 substrate,IDH1 R132H inh,TrxR1 inh,D2 agonist
O=C(Nc1ccccc1)C1CCCN1S(=O)(=O)c1cccs1 (configuration not stated),4,-27,-12%,-11,0.0,1%[57.1 µM],-4%,4%[57.1 µM],0.0
C/C(=N\OCC(=O)Nc1ccc(F)c(F)c1F)c1cc2ccccc2o1,-2,-4,-14%,2,0.2,-9%[57.1 µM],5%,14%[57.1 µM],1.9
Cc1ccc(-c2c(C(=O)NCCc3ccccc3)oc(=O)c3ccccc23)cc1,-2,.,8%,-6,-0.4,2%,-1%,20%,-0.7
O=C(NCc1nnc(SCc2ccc(C(F)(F)F)cc2)n1-c1ccccc1)C12CC3CC(CC(C3)C1)C2,-2,15,-23%,-1,-0.9,-5%,1%,1%,-0.1
O=C(O)CC1S/C(=N/N=C/c2ccc(Br)cc2)N(c2ccccc2)C1=O (configuration not stated),0,24,-17%,-2,0.2,-4%,1%,11%[57.1 µM],0.7
Cc1c(C(=O)OCC(=O)c2c(N)n(CC(C)C)c(=O)n(C)c2=O)oc2ccccc12,5,20,-9%,-3,1.0,10%[57.1 µM],2%,19%[57.1 µM],2.1
O=C(CCCc1ccccc1)Nc1cccc(C(=O)O)c1,1,0,-23%,-13,-1.0,5%[57.1 µM],4%,10%[57.1 µM],-0.9
O=C(c1cccc(F)c1)N1CCN(c2cccc(Cl)c2)CC1,1,-5,-4%,5,0.6,-7%,4%,-5%[57.1 µM],-0.9
COc1cc(S(=O)(=O)NC2CCCCC2C)ccc1Cl (configuration not stated),-5,14,2%,2,-0.9,5%[57.1 µM],0%,12%[57.1 µM],-0.2
COc1ccc(OC)c(S(=O)(=O)NCc2cccnc2)c1,-6,-3,-13%,3,0.2,9%[57.1 µM],3%,14%[57.1 µM],24
Cc1ccc2c(c1)N(CC(=O)OC(CC(C)C)C(=O)NC1CCCC1)C(=O)CO2 (configuration not stated),8,-24,0%,2,-0.7,0%,13%,11%,0.0
CCN(CC)S(=O)(=O)c1ccc2c(c1)nc(CCC(=O)OCC(=O)Nc1c(F)cccc1F)n2C,20,-19,-6%,-1,-2.3,-4%,6%,-9%,-1.1
Cc1c(C=O)c2ccccn2c1C(=O)c1ccc(F)cc1,-7,4,-22%,-3,0.4,-8%,15%,7%,0.2
COc1ccc(NC(=O)NNS(=O)(=O)c2ccc(OC)c(OC)c2)c(OC)c1,-5,-1,0%,-9,-0.1,-4%,-7%,2%,0.5
CCCNC(=O)C1(CC2CC(c3ccccc3)=NO2)CCN(C(=O)C2(C)CC2)CC1 (configuration not stated),.,.,-31%,0,.,9%[57.1 µM],-12%,20%[57.1 µM],.
CC(C)c1ccc2[nH]c3nc(SCC(=O)N4CCOCC4)nnc3c2c1,-2,-17,-22%,0,0.9,5%,7%,11%,0.4
COc1cccc(CNC(=O)c2cccc(NC(=O)C3=C(C)OCCS3)c2)c1,-2,.,?,3,-1.0,6%[57.1 µM],17%,10%[57.1 µM],.
COCCCn1c(=O)c2ccccc2n(Cc2cc(C(=O)OC)ccc2OC)c1=O,-5,3,-21%,-6,-2.3,1%,0%,15%,-1.7
COc1ccc(CCNC(=O)c2cccc(S(=O)(=O)N3CCCC3)c2)cc1OC,-1,5,-12%,0,0.0,-1%,1%,17%,-0.1
CCOC(=O)c1nn(-c2ccccc2)c(=O)cc1SC(C)CC (configuration not stated),17,3,-14%,-3,0.1,-7%,10%,-3%,1.1
COc1cc(C)c(C)cc1S(=O)(=O)N1CCCCC1c1cccnc1 (configuration not stated),2,-32,-3%,5,-0.1,3%,14%,5%,0.3
CCCNC(=O)c1ccccc1N1CCN(CCCCN2C(=O)C3CCCCN3C2=O)CC1 (configuration not stated),4,-7,-4%,-1,-0.1,9%,-5%,30%,0.5
O=C(NCc1cc(F)cc(C(F)(F)F)c1)C1CCC(=O)N(C2CCCC2)C1 (configuration not stated),1,-17,-19%,0,-0.4,-11%,-11%,-5%,0.3
Cc1nc2c3ccccc3nc(NNC(=O)CCC(=O)NCCC(C)C)n2n1,-2,-5,-18%,3,0.0,11%[57.1 µM],2%,7%[57.1 µM],2.2
c1ccc(C2NCCNC2c2ccccc2)cc1 (configuration not stated),.,.,-22%,4,.,-8%,7%,-30%,.
CC(C)c1c(C(=O)N/N=C/c2ccoc2)nnn1-c1nonc1N,9,-12,-9%,-5,0.0,6%,6%,-3%,1.2
Cc1ccc(CNc2oc(-c3ccc(COc4ccc(C)cc4)o3)nc2C#N)cc1,-4,.,?,3,-0.2,4%,-8%,7%,0.3
CCOC(=O)C1CCCN(C(=O)c2ccco2)C1 (configuration not stated),-6,13,-18%,1,-0.4,-3%,-5%,-21%,0.9
COC(=O)CSc1cccc2c1C(=O)CC2c1ccccc1 (configuration not stated),-6,-26,-22%,3,-0.8,1%[2.29 µM],-17%,4%[57.1 µM],-0.9
O=C(N/N=C/C1CC2C=CC1C2)c1ccccc1O (configuration not stated),3,-14,-2%,7,1.0,-6%,-4%,-15%,0.7
COc1ccc(Cn2c(CCC(=O)Nc3ccc(C)cc3)nc3cccnc32)cc1,-1&7,8,-20%&-4%,-3&-7,-1.4&-1.5,-6%&-4%,8%&7%,0%&0%,-0.8&1.1
CCOC(=O)c1c(N)n(C2CC(C)(C)NC(C)(C)C2)c2nc3ccccc3nc12,4,7,-23%,-13,0.0,412%[activator],1%,26%,3.4
CCn1c(SCC(=O)Nc2cc(OC)c(OC)c(OC)c2)nnc1-c1cccs1,6,-17,?,0,-0.2,13%,10%,19%,0.1
OCCNc1nc(NCc2ccccc2)c2ccccc2n1,-5,.,-5%,2,-0.1,5%,-10%,1%,.
O=C(CN1CCN(c2ccccc2F)CC1)NC(=O)NCc1ccccc1,1,.,0%,-4,-0.4,6%[57.1 µM],4%,19%[57.1 µM],.
COc1cc(C2c3c(-c4cc(C)ccc4O)n[nH]c3C(=O)N2Cc2ccco2)cc(OC)c1OC (configuration not stated),2,.,-5%,-5,-0.2,-7%,-5%,11%,3.3
O=S(=O)(/N=S1/CC=CCN1S(=O)(=O)c1ccccc1)c1ccccc1 (configuration not stated),-3,-17,-7%,?,8.5,-10%,-20%,24%,3.1
CCOc1cccc(CC(=O)N2CCc3c([nH]c4ccccc34)C2c2ccc(C)cc2)c1OCC (configuration not stated),5,.,-25%,1,0.6,4%[57.1 µM],-9%,31%[57.1 µM],0.1
COc1cc(NC(=O)CSc2nc(-c3ccccc3)no2)cc(OC)c1,-2,.,-15%,-1,0.3,-4%[57.1 µM],-15%,2%[57.1 µM],.
COc1cc2nc(C3CCC3)nc(N3CCN(c4ccccn4)CC3)c2cc1OC,-1,.,-15%,-1,0.1,-7%,?,1%,.
O=C(CSc1nnc(-c2ccncc2)n1Cc1ccccc1)NCCc1ccccc1,12,13,1%,0,0.3,4%,0%,13%,-0.8
CCn1cc(S(=O)(=O)NCc2ccc(OC)cc2)cn1,1,8,-8%,-5,0.4,-15%,-10%,-19%,-0.1
Cc1nn(C)cc1CN1CCC(n2nccc2NC(=O)CCCc2ccccc2)CC1,5,-11,-6%,1,0.3,-1%,-1%,-4%,-0.1
COC(=O)c1cc2occc2n1Cc1nc(-c2ccc(C)cc2)oc1C,-1,.,?,0,0.0,-3%,-21%,-5%,.
CCOC(=O)c1c(S(=O)(=O)NC2CCN(C(=O)OCC)CC2)c(C)n(C)c1C,4,-5,-6%,-1,-0.8,-3%,-1%,2%,-1.6
CSCCNCc1c(C(=O)N2CCOCC2)nc2c(C)cccn12,-2,8,-7%,-7,-0.8,1%,2%,7%,-1.4
CC(C)(O)C#Cc1ccc(CN2CCN(Cc3ccsc3)C(CCO)C2)s1 (configuration not stated),-5,0,-24%,1,1.5,11%,5%,24%,-0.3
Cc1cccc(OCC(=O)Nc2ccncc2)c1,.,.,-17%,5,.,-7%,0%,-14%,.

# By substructure, the compounds so far with a CF3 group
SMILES,TRHR PAM,D2 antagonist,USP1-UAF1 inh,PI4K2A block,TRHR agonist,TrxR1 substrate,IDH1 R132H inh,TrxR1 inh,D2 agonist
O=C(NCc1nnc(SCc2ccc(C(F)(F)F)cc2)n1-c1ccccc1)C12CC3CC(CC(C3)C1)C2,-2,15,-23%,-1,-0.9,-5%,1%,1%,-0.1
O=C(NCc1cc(F)cc(C(F)(F)F)c1)C1CCC(=O)N(C2CCCC2)C1 (configuration not stated),1,-17,-19%,0,-0.4,-11%,-11%,-5%,0.3

# Screening data deposited in PubChem BioAssay by National Center for Advancing Translational Sciences (NCATS).
